Screening results from PubChem.
GDH-TPI inh = inhibits GDH-TPI coupling enzymes, artifact for Mtb FBA screen. GDH-TPI coupled enzyme counterscreen, NADH absorbance. hit rate 1.2% among 360,000. AID 588335. inhibition, % at 4.8 µM;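 also: 0% = DMSO wells and 100% = wells lacking the enzyme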
Mtb BioA inh = inhibitors of Mycobacterium tuberculosis BioA enzyme. purified M. tuberculosis BioA enzyme, plate reader. inhibition, % at 9.99 µM. hit rate 0.096% among 360,000; in the data active = inhibition above about 40%; inconclusive = no clear call, values can overlap the other calls
BoNT-A LC inh2 = BoNT A light chain protease inhibition; AID 588499; inhibition, % at 10 µM; multiplex microsphere protease substrate cleavage, flow cytometry; hit rate 0.17% among 360,000; in the data active = inhibition above about 30%; inconclusive = no clear call, values can overlap the other calls; also: plate controls were buffer without enzyme for full effect and enzyme alone for no effect
Mtb UGM inh = Mtb UDP-galactopyranose mutase inhibition; P9WIQ1; purified UGM, fluorescence polarization probe displacement; inhibition, % at 10 µM; hit rate 0.06% among 320,000; AID 504406; in the data active = inhibition above about 10%, passing the limit was not always enough; inconclusive = no clear call, values can overlap the other calls
Target sequence (P9WIQ1 whole entry, looked up): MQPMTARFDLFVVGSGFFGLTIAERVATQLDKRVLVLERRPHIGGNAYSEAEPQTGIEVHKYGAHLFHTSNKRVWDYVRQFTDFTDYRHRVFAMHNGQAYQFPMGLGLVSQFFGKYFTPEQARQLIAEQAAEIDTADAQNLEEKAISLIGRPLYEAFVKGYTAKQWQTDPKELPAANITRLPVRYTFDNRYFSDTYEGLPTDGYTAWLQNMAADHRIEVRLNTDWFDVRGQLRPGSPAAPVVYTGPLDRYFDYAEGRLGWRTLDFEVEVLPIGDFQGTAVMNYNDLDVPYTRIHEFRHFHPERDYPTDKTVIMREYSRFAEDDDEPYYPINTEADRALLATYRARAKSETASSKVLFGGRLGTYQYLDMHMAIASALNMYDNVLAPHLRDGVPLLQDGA
CCHF vOTU inh = CCHFV vOTU protease inhibition; Pep-AMC fluorescence; inhibition, % at 11.5 µM; hit rate 0.55% among 370,000; AID 651958; also: 0% = vehicle wells with enzyme and 100% = no enzyme wells
BoNT F protease = BoNT F light chain protease inhibition; Multiplex microsphere protease cleavage assay, flow cytometry; inhibition, % at 10 µM; hit rate 0.22% among 360,000; in the data active = inhibition above about 35%, passing the limit was not always enough; inconclusive = no clear call, values can overlap the other calls; also: plate controls were buffer without enzyme for full effect and enzyme alone for no effect
PrPC TRFRET = inhibitors of human cell surface prion protein PrPC. P04156. TR-FRET read-out. inhibition, % at 13.8 µM. hit rate 0.43% among 370,000. AID 720596; in the data active = inhibition above about 24%; also: 0% = median of the test wells and 100% = reference compound wells
FadD28 binding = blocks FadD28 binding to the bisubstrate probe. fluorescence polarization. inhibition, % at 12.5 µM. hit rate 0.22% among 360,000. AID 588549; in the data active = inhibition above about 8.5%, passing the limit was not always enough; inconclusive = no clear call, values can overlap the other calls
FBA Mtb inh = inhibitors of M. tuberculosis fructose-bisphosphate aldolase. P9WQA3. purified M. tuberculosis FBA, fluorescence read-out. inhibition, % at 1 µM. hit rate 2.3% among 360,000. AID 588726; in the data active = inhibition above about 27%;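 also: 0% = vehicle and 100% = reference inhibitor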
Target sequence (P9WQA3 whole entry, looked up): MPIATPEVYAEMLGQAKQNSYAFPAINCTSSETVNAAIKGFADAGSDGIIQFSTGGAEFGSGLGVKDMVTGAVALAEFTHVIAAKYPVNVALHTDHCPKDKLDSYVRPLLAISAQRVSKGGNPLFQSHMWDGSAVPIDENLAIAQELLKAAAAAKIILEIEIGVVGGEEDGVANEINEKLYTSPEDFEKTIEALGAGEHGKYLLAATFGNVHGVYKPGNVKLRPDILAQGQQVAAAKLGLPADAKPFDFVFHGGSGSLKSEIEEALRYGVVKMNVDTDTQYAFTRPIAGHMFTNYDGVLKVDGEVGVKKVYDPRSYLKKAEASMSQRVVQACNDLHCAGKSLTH
Starred values were filed as active, the others as inactive; ? = inconclusive; / = no result given; + = active, no number. Rule as the data show it, unless noted: active = inhibition above about 30%; inactive = the rest. Compounds were not picked by outcome. Share with any hit: about 4.8%.

Codes: A = GDH-TPI inh; B = Mtb BioA inh; C = BoNT-A LC inh2; D = Mtb UGM inh; E = CCHF vOTU inh; F = BoNT F protease; G = PrPC TRFRET; H = FadD28 binding; I = FBA Mtb inh
CCN(CC)c1ccc(N=Cc2c(O)n(-c3cc(OC)ccc3OC)c(=O)[nH]c2=O)cc1
  A: 20; B: -2.5; C: -0.3; D: -0.2; E: 23; F: -10; G: 1; H: 0.7; I: -1
CCOC(=O)CC(=O)CSc1nc2c(cc1C#N)CCCCCC2
  A: 21; B: 4.2; C: -0.1; D: -1.7; E: -13; F: -1; G: -3; H: -0.9; I: 15
C[C@@H](NC(=O)c1nc[nH]c1C(=O)NCc1ccc(CNC(=O)OC(C)(C)C)cc1)c1ccccc1
  A: -2; B: 0.3; C: -0.1; D: -5.0; E: 17; F: 2; G: 15; H: -2.5; I: -4
CC1=C(C)CC(C(=O)NC2CCCC2)C(C(=O)O)C1 (configuration not stated)
  A: 1; B: -0.6; C: 1.8; D: /; E: -3; F: 12; G: -4; H: 0.4; I: -1
CCOC(=O)c1cc2c(=O)n3ccccc3nc2n(CCCOC)c1=NC(=O)c1ccncc1
  A: 17; B: /; C: 1.8; D: 1.8; E: -112; F: 10; G: -19; H: 0.5; I: +
CCOc1cc(C(=O)OCC(=O)Nc2ccc(F)cc2Cl)ccc1OCC(=O)N1CCOCC1
  A: 4; B: -3.5; C: -0.6; D: /; E: -6; F: 12; G: 7; H: -0.2; I: 4
CCOP(=O)(OCC)c1ccc2ccc3ccccc3c(=O)c2c1
  A: 14; B: 1.5; C: 0.6; D: 0.6; E: 3; F: 5; G: -22; H: -2.5; I: 10
COc1ccccc1N1CCN(C(=O)CSc2ccc3c(C)cc(C)nc3n2)CC1
  A: 22; B: -0.8; C: 1.9; D: -0.5; E: 7; F: -17; G: -4; H: -1.5; I: 3
Cc1ccc(S(=O)(=O)/N=C(/Nc2c(C)cccc2C)c2ccccc2)cc1
  A: -14; B: 1.6; C: 0.1; D: 1.5; E: -10; F: -5; G: -2; H: -1.0; I: 2
Cc1cc(NC(=O)/C(C#N)=C\c2ccc(-c3ccc(SC(F)F)cc3)o2)n(-c2ccccc2)n1
  A: 5; B: /; C: -0.8; D: /; E: -16; F: 6; G: 4; H: -5.8; I: -3
CCC(C(=O)NCc1ccco1)N(C(=O)CNS(=O)(=O)c1ccccc1)c1ccccc1C (configuration not stated)
  A: -4; B: /; C: 0.2; D: 0.8; E: 4; F: -9; G: 11; H: -0.3; I: 0
COc1ccc(NC(=O)CN(C)CC(=O)Nc2cccc(F)c2)cc1S(=O)(=O)N1CCCCC1
  A: -1; B: 2.9; C: -0.6; D: /; E: 27; F: 2; G: -5; H: -0.3; I: 14
Cc1ccc(N(C(C)C(=O)Nc2c(C)n(C)n(-c3ccccc3)c2=O)S(C)(=O)=O)cc1C (configuration not stated)
  A: 3; B: -1.0; C: -0.6; D: -1.3; E: -7; F: -10; G: 6; H: -0.2; I: 0
CCc1ccc(N/C(SC)=C(/C#N)C(N)=O)cc1
  A: 15; B: /; C: -0.3; D: 1.9; E: /; F: -4; G: /; H: 0.8; I: -4
CCOc1ccccc1N(CC(=O)NC1CCCCC1)S(=O)(=O)c1ccccc1
  A: 7; B: 2.2; C: 0.1; D: -1.8; E: 2; F: 0; G: -9; H: -2.1; I: -1
Cc1cc(C)c(NC(=O)CSc2nc3[nH]ncc3c(=O)[nH]2)c(C)c1
  A: -2; B: -0.7; C: 0.0; D: 0.5; E: -3; F: 1; G: 5; H: -3.0; I: 2
Cn1nc(NC(=O)C(F)(F)F)c2ncc(-c3ccccc3)nc21
  A: 32*; B: -0.6; C: -0.1; D: /; E: 6; F: 4; G: -13; H: -1.0; I: 6
O=C(Nc1ccccc1C(=O)O)c1ccc(Br)c(S(=O)(=O)NCc2ccccc2)c1
  A: 5; B: /; C: -0.1; D: 3.9; E: 6; F: -2; G: 5; H: -15; I: -2
O=C(OCCNC(=O)c1cc2ccccc2oc1=O)c1cccnc1
  A: 18; B: -1.1; C: -0.6; D: -1.8; E: -9; F: 6; G: -1; H: 0.0; I: 2
O=C(O)CSc1nnc(CNc2ccc(Cl)cc2)n1Cc1ccccc1
  A: -12; B: /; C: -1.9; D: 4.0; E: -6; F: -8; G: 8; H: -7.8; I: 1
COc1ccc(S(=O)(=O)N2CCOCC2)cc1NC(=O)CC1CC2CCC1C2 (configuration not stated)
  A: -3; B: 3.1; C: 0.5; D: 1.2; E: -1; F: 8; G: 4; H: -0.9; I: 0
COc1ccc(C2N=C(N)N=C(N)N2c2ccccc2OC)cc1OC (configuration not stated)
  A: 14; B: -0.9; C: 0.2; D: 2.1; E: 3; F: -15; G: -7; H: -0.4; I: -7
Cc1cccc(N2CC3=C(C2=O)C(c2ccccc2)NC(=O)N3C)c1 (configuration not stated)
  A: 4; B: /; C: 0.0; D: -0.4; E: 16; F: 8; G: -4; H: 0.1; I: 0
O=C(O)c1ccc(-c2nnc(-c3cccc(Br)c3)o2)cc1
  A: -4; B: -0.6; C: -2.0; D: 0.2; E: 7; F: ?; G: 2; H: -0.5; I: 1
COc1cccc(NC(=O)c2cc([N+](=O)[O-])ccc2NCc2cccnc2)c1
  A: 17; B: 0.9; C: 0.1; D: 0.8; E: 2; F: -3; G: -20; H: -4.4; I: -6

Profiles, quoted from the list. Order of screens: GDH-TPI inh	Mtb BioA inh	BoNT-A LC inh2	Mtb UGM inh	CCHF vOTU inh	BoNT F protease	PrPC TRFRET	FadD28 binding	FBA Mtb inh
`CC1=C(C)CC(C(=O)NC2CCCC2)C(C(=O)O)C1` (configuration not stated) in the list: 1	-0.6	1.8	/	-3	12	-4	0.4	-1
`CCC(C(=O)NCc1ccco1)N(C(=O)CNS(=O)(=O)c1ccccc1)c1ccccc1C` (configuration not stated) in the list: -4	/	0.2	0.8	4	-9	11	-0.3	0
`COc1cccc(NC(=O)c2cc([N+](=O)[O-])ccc2NCc2cccnc2)c1` in the list: 17	0.9	0.1	0.8	2	-3	-20	-4.4	-6
`COc1ccc(C2N=C(N)N=C(N)N2c2ccccc2OC)cc1OC` (configuration not stated) in the list: 14	-0.9	0.2	2.1	3	-15	-7	-0.4	-7
`O=C(OCCNC(=O)c1cc2ccccc2oc1=O)c1cccnc1` in the list: 18	-1.1	-0.6	-1.8	-9	6	-1	0.0	2

Another view of some results above.
Under each structure – GDH-TPI inh	Mtb BioA inh	BoNT-A LC inh2	Mtb UGM inh	CCHF vOTU inh	BoNT F protease	PrPC TRFRET	FadD28 binding	FBA Mtb inh
- COc1ccc(C2N=C(N)N=C(N)N2c2ccccc2OC)cc1OC (configuration not stated)
 : 14	-0.9	0.2	2.1	3	-15	-7	-0.4	-7
- Cc1cc(C)c(NC(=O)CSc2nc3[nH]ncc3c(=O)[nH]2)c(C)c1
 : -2	-0.7	0.0	0.5	-3	1	5	-3.0	2
- Cc1cccc(N2CC3=C(C2=O)C(c2ccccc2)NC(=O)N3C)c1 (configuration not stated)
 : 4	/	0.0	-0.4	16	8	-4	0.1	0
- O=C(Nc1ccccc1C(=O)O)c1ccc(Br)c(S(=O)(=O)NCc2ccccc2)c1
 : 5	/	-0.1	3.9	6	-2	5	-15	-2

(continued)
Codes: A = GDH-TPI inh; B = Mtb BioA inh; C = BoNT-A LC inh2; D = Mtb UGM inh; E = CCHF vOTU inh; F = BoNT F protease; G = PrPC TRFRET; H = FadD28 binding; I = FBA Mtb inh
Cc1csc(SCC(=O)Nc2cccc(C)c2C)n1
  A: -2; B: 0.3; C: /; D: -0.3; E: 2; F: /; G: 5; H: -2.4; I: 1
CC(C)(O)C#Cc1ccc(CN2CCN(Cc3ccccc3)C(CCO)C2)s1 (configuration not stated)
  A: 9; B: /; C: 1.3; D: -2.0; E: -10; F: 0; G: 2; H: -0.6; I: 0
Cn1c(Nc2ccc(Cl)cc2F)nc2cc(-c3ccccc3)sc2c1=O
  A: 18; B: -0.2; C: 0.2; D: /; E: -16; F: 2; G: 2; H: -3.8; I: 1
O=C(O)c1ccc(N/N=C/c2cn(-c3ccccc3)nc2-c2cccs2)cc1
  A: 7; B: /; C: 0.3; D: -1.9; E: 1; F: 0; G: 3; H: 24*; I: 11
COc1ccc(S(=O)(=O)Nc2ccc3c(c2)C(=O)N([C@H](C)CO)C[C@H](C)[C@@H](CN(C)S(=O)(=O)c2ccccc2)O3)cc1
  A: 3; B: 1.1; C: -0.4; D: 0.9; E: -5; F: -7; G: -9; H: -2.7; I: -1
COc1ccccc1CCNC(=O)CCC(=O)N1CC2C[C@@H](C1)Cn1c2cccc1=O
  A: -1; B: 0.4; C: 0.6; D: 0.5; E: 2; F: -1; G: -5; H: -1.9; I: 1
O=C(COc1ccccc1)NCC(=O)N/N=C/c1cc(Br)ccc1OCc1ccccc1
  A: 12; B: /; C: -0.3; D: -0.2; E: -3; F: 2; G: -3; H: -2.5; I: -4
NC(=O)c1ccc(NC(=O)COC(=O)/C=C/c2ccc(Br)o2)cc1
  A: 15; B: 1.0; C: 3.2; D: 2.3; E: -14; F: 2; G: -3; H: /; I: -3
COc1cc(/C=C2\C(=N)N3N=C(S(C)(=O)=O)SC3=NC2=O)ccc1OCCOc1ccc(C)cc1
  A: 1; B: -1.6; C: 0.4; D: 1.1; E: 4; F: -11; G: -10; H: -0.1; I: 4
Cc1noc(/C=C/N(C)C)c1S(=O)(=O)N1CCCC(C(=O)N2CCCCC2)C1 (configuration not stated)
  A: 25; B: -3.3; C: 3.6; D: 1.4; E: 8; F: 4; G: -9; H: 2.0; I: -2
O=C(CN1C(=O)c2ccccc2C1=O)N1CCOCC1
  A: -3; B: -0.3; C: 1.2; D: 0.3; E: -6; F: 15; G: 5; H: -3.9; I: -2
Cc1ccc2c(c1)NC(=O)C(CC(=O)NCCCN1CCCC1)O2 (configuration not stated)
  A: 3; B: 0.3; C: -0.7; D: -0.6; E: -1; F: 2; G: 9; H: -3.2; I: 0
COc1ccc(NC(=O)COC(=O)[C@@H](NC(=O)c2c(F)cccc2F)C(C)C)cc1
  A: 1; B: /; C: 0.4; D: -3.7; E: -5; F: -3; G: 3; H: -2.7; I: 2
COc1ccc(Cl)cc1NC(=O)CCN1C(=O)C2C3CCC(C3)C2C1=O (configuration not stated)
  A: -10; B: 0.5; C: 1.8; D: -2.6; E: 11; F: 7; G: -5; H: -0.5; I: 0
O=C1[C@H]2CC3C=CC2(O3)[C@@H]2OCCCN12 (some centres not stated)
  A: -5; B: -4.2; C: 0.2; D: 2.6; E: -7; F: -8; G: -1; H: 0.3; I: 1
c1ccc2c(C[C@@H]3CNCCN3CCC34CC5CC(CC(C5)C3)C4)cccc2c1
  A: -3; B: -0.8; C: 0.5; D: 1.0; E: -6; F: -41; G: 13; H: -14; I: 2
O=C(c1ccco1)N1CCC(c2nc(-c3ccccc3Cl)no2)CC1
  A: 0; B: 0.9; C: 0.5; D: -3.6; E: -3; F: 4; G: -1; H: -0.8; I: 5
O=C(CCN1C(=O)CSC1=O)Nc1ccccc1
  A: 1; B: -1.2; C: -0.9; D: -2.2; E: -3; F: -5; G: -1; H: 1.0; I: -2
